# OPRM1-OPRD1 ag – agonists of human mu-delta opioid receptor heterodimerization; hit rate 0.3% among 340,000; AID 504326; activation, % at 9.3 µM; cells, OPRM1-OPRD1 heterodimerization, luminescence; P35372+P41143; in the data active = activation above about 18%;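 note: 0% = vehicle-treated cells and 100% = reference agonist; values of inactives mirror those of a sister screen read the other way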
# HTR5A inv ctr – counter-screen for OPRM1-OPRD1 inverse agonists: human HTR5A inverse agonism; P47898; HTR5A cell line, luminescence; inhibition, % at 9.3 µM; AID 504634; hit rate 0.083% among 340,000; in the data active = inhibition mostly above about 23%, no sharp cut-off; inactive = mostly below about 18%;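 note: 0% = cells with DMSO and 100% = no-cell wells with DMSO; some compounds called inactive have numbers as strong as hits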
# Target sequence (P47898 whole entry, looked up): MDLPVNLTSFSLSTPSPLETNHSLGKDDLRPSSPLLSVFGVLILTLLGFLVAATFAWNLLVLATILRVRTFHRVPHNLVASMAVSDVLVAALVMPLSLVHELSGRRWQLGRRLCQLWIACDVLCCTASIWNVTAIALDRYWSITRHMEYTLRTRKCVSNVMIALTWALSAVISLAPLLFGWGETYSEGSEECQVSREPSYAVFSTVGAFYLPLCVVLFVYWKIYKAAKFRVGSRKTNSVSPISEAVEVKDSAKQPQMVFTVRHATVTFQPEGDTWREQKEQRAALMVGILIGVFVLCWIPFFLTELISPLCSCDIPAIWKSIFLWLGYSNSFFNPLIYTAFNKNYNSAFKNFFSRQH
# AddAB inh – less growth of phage-infected E. coli with AddAB; E. coli expressing H. pylori AddAB, absorbance growth; inhibition, % at 11.9 µM; hit rate 0.29% among 330,000; AID 435030; in the data active = inhibition above about 12%;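 note: 0% = vehicle wells of infected cells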
# Ecoli viability – reduces bacterial viability in AddAB counter-screen; hit rate 0.27% among 330,000; E. coli V3065 growth, OD600 absorbance, 18 h; inhibition, % at 11.9 µM; AID 449728;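 active = inhibition above the campaign's mean inhibition across all tested compounds plus 3 SD, cut at about 9.9% in these data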;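 note: uninfected addAB+ strain grown without phage in ampicillin broth; 0% = DMSO wells and 100% = ciprofloxacin 0.95 µg/ml wells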
# Pemphigus Ab inh – human desmoglein-3 autoantibody binding inhibition; binding (percent of control), % at 10 µM; AID 588358; hit rate 0.48% among 310,000; DSG3-coupled beads, scFv-anti-DSG3-GFP binding, flow cytometry; active compounds read low; P32926;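 active = binding more than 3 SD below its plate's average and above zero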;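 note: hits lower antibody fragment binding to DSG3; some compounds called inactive have numbers as strong as hits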
# PfHsp90 set2 – inhibits growth of yeast expressing Plasmodium falciparum Hsp90 | inhibition, % at 9.4 µM | hit rate 0.32% among 310,000 | S. cerevisiae expressing PfHsp90, BacTiter-Glo ATP, 48 h; yeast lacking PDR1 and PDR3 efflux regulators;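 active = every replicate shows inhibition above about 80%, whatever the replicate mean, limit read from the data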;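 note: 0% = DMSO neutral controls and 100% = 20 µM radicicol positive controls; yeast relying on Plasmodium falciparum Hsp90 in place of its own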
# PKA-R1A act – activators of PKA-R1A complex | PKA-R1A dissociation, Cy5-IP20 fluorescence polarization; scaled: DMSO 0%, 113 µM cGMP 100% | AID 504707 | hit rate 0.083% among 340,000 | P00514+P68181 | activation, % at 11.4 µM;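 active = percent activation above the mean of all tested compounds plus 3 SD, cut at about 19% in these data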;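 note: higher means more PKAc released from R1A so a rise in polarization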
# Mot1-301 SUMO – blocks SUMOylation pathway, rescuing yeast Mot1-301 growth. S. cerevisiae Mot1-301 growth rescue, ATP luminescence, 38.5C; percent above DMSO median, 100 means doubled. growth rescue, % at 18.8 µM. hit rate 1% among 320,000;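 active = every valid replicate shows activation above 250% relative to neutral control wells; inactive = the rest, any valid replicate at or below 250%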;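 note: OY570 slx delta 5 strain wells were the positive control but not used for scaling; some compounds called inactive have numbers as strong as hits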
# HTR5A ag – activates human HTR5A in OPRM1-OPRD1 agonist counter-screen | hit rate 0.61% among 340,000 | AID 504692 | HTR5A agonist assay, luminescence, cell-based | P47898 | activation, % at 9.3 µM; in the data active = activation mostly above about 9.5%, no sharp cut-off; inactive = mostly below about 7.6%;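 note: 0% = cells with vehicle only and 100% = reference agonist; strong numbers were not always called active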
# phage Ecoli inh – E. coli growth loss with phage present | growth absorbance | inhibition, % at 11.9 µM | hit rate 0.26% among 360,000 | AID 651602; in the data active = inhibition above about 11%
# OPRM1-OPRD1 inv – inverse agonist of human OPRM1-OPRD1 heterodimerization | P35372+P41143 | cell-based MOR-DOR heterodimer luminescence, inverse agonism | inhibition, % at 9.3 µM | hit rate 0.21% among 340,000 | AID 504357; in the data active = inhibition above about 22%, passing the limit was not always enough;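 note: 0% = cells with DMSO and 100% = wells without cells with DMSO; values of inactives mirror those of a sister screen read the other way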
# Numbers without * were called inactive; / = not tested or not shown.
SMILES	OPRM1-OPRD1 ag	HTR5A inv ctr	AddAB inh	Ecoli viability	Pemphigus Ab inh	PfHsp90 set2	PKA-R1A act	Mot1-301 SUMO	HTR5A ag	phage Ecoli inh	OPRM1-OPRD1 inv
CC12CCC(C(=O)NCCc3ccccc3)(OC1=O)C2(C)C (stereo unspecified)	-1.7	-10	4.0	-2.8	82	-11	4	3	9	4.6	11
COc1ccc(C)cc1S(=O)(=O)N(CC(=O)O)c1ccccc1	0.2	-14	0.0	0.3	98	8	2	-3	8	2.4	-1
Cc1ccc(NC(=S)NCc2ccc3c(c2)OCO3)c(C)c1	-3.7	-32	1.0	2.8	102	-7	-13	2	-1	4.0	18
COc1ccc(N(CC(=O)NC2CCCCC2)C(=O)CNC(=O)c2ccco2)c(OC)c1	-0.8	6	0.2	-0.8	/	/	7	-14	-2	2.1	5
N#CCCN(C(=O)COC(=O)C1=COCCO1)c1ccc(F)cc1	-1.5	-3	0.2	0.3	96	22	-5	-2	3	4.6	10
COC(=O)c1sccc1NC(=O)CSc1ccccc1NS(=O)(=O)c1ccc(Br)cc1	2.9	-3	-0.9	0.2	99	-17	-2	38	-5	-2.6	-15
Cc1nc2ccccc2nc(C)c1=NOCc1ccc(C#N)cc1	1.9	-31	0.3	-0.1	105	-9	-8	-30	9	2.7	-11
COc1cc(/C=N/n2nnnc2N)ccc1OCC#N	-1.5	-3	0.2	0.9	114	3	1	-16	1	-0.8	8
O=C(Cc1cccs1)Nc1nc2c(s1)CCCC2	-2.1	-1	2.3	-0.9	102	/	-5	-9	0	4.2	10
CNC(=O)c1cccnc1Nc1cccc(C(F)(F)F)c1	4.7	3	-0.7	-3.2	83	-25	-11	24	0	4.3	-24
CC(O)[C@H](NC(=O)C1(c2ccccc2)CCN(C(=O)OC(C)(C)C)CC1)C(=O)O (stereo partly specified)	-0.5	-3	2.4	1.3	/	9	3	5	7	3.1	3
CC(C)N1C(=S)SC(C)(C)C1n1oc(=O)n(-c2ccc(Cl)c(Cl)c2)c1=O (stereo unspecified)	3.0	-6	1.5	0.3	/	-32	3	189	0	2.7	-19
COc1ccccc1/C=N/NC(=O)c1[nH]c(C)c(C(=O)N/N=C/c2ccccc2OC)c1C	-0.8	12	0.5	0.8	87	-6	-2	1	2	1.8	5
COC(=O)C(NC(=O)Nc1ccccc1OC)C(C)C (stereo unspecified)	-2.6	3	0.8	-1.1	104	-13	-3	3	-2	3.6	15
CCO[C@H]1c2c(ccc3ccc(=O)oc23)OC(C)(C)[C@@H]1O	-2.1	-7	-2.1	-0.9	104	-1	-8	0	3	5.5	12
COc1ccccc1CNS(=O)(=O)c1ccc2[nH]cc(C(=O)O)c(=O)c2c1	-1.7	6	1.3	-2.0	102	19	5	30	1	/	8
Oc1c(C=Nc2cccnc2)sc2ccccc12	2.7	-13	0.8	0.5	101	12	1	-10	1	-0.9	-16
CCCc1ccc(-c2ccc(F)c(N)c2)nc1	-1.4	-14	3.0	3.1	124	33	-7	10	2	4.9	9
CC(C)(C)OC(=O)N1CCC(C(=O)N[C@H](Cc2ccccc2)C(=O)O)CC1	-2.9	14	1.7	1.0	103	3	-3	13	-10	2.3	17
CCOc1ccc2nc(SCC(=O)N3CCCc4ccccc43)sc2c1	-0.9	15	1.2	2.6	97	-16	-4	15	-6	3.0	5
CCN1CCc2c(C#N)c(NCc3ccccc3)nc(N(CC)CC)c2C1	3.1	-7	-0.8	-17	/	/	-7	5	3	1.7	-18
CC1CCCCN1CCNc1nc(=S)[nH]c2ccccc12 (stereo unspecified)	1.4	26	0.8	-1.1	107	-10	3	31	-1	0.9	-7
CC1CCC(C(=O)NC(C(=O)N2CCC(N3CCCCC3)CC2)C(C)C)CC1 (stereo unspecified)	-0.7	-8	1.3	-1.2	108	-7	-5	-3	-3	3.0	4
Cc1cc(NCCc2ccc(Cl)cc2)n2ncnc2n1	0.7	-5	0.7	1.9	91	-3	-10	-10	2	3.1	-5
O=C(c1cccc2c1-c1ccccc1/C2=N/O)N1CCCCC1	-1.3	5	-0.5	-2.0	100	-4	-2	-13	-2	2.8	6
Brc1ccc2nc(-c3ccncc3)c(NC3CCCC3)n2c1	1.2	-17	2.7	2.1	99	12	0	325	-7	3.2	-7
Cc1cc(C)nc(N2CCCC(C(=O)Nc3nc4ccc(S(C)(=O)=O)cc4s3)C2)n1 (stereo unspecified)	-0.1	9	0.2	-1.6	/	30	-9	/	-4	0.9	1
Cc1ccc(-c2nc(-c3cccnc3)sc2CC(=O)O)cc1	-1.8	-13	2.3	1.4	101	6	5	885*	4	-1.5	10
COC(=O)c1sc2nc(SCc3cccc(F)c3)n(N)c(=O)c2c1C	-1.4	5	-1.9	-2.5	117	7	-1	2	3	5.4	8
CC(CNC(=O)CCS(=O)(=O)c1ccc2c(c1)oc(=O)n2C)c1ccccc1 (stereo unspecified)	-1.2	-18	1.0	-0.1	/	-5	0	-13	-2	-0.3	6
O=C1OC[C@H](Cc2ccc3c(c2)OCO3)/C1=C\c1ccc2c(c1)OCO2	0.7	-11	2.7	-0.8	99	3	-10	3	-4	/	-3
N#CC(C#N)=NNc1ccc(S(=O)(=O)N2CCCCC2)cc1	-5.2	-3	2.3	-1.4	104	12	-4	15	-2	3.1	23
CC(=O)Nc1ccc(S(=O)(=O)Nc2nc3ccc(C)cc3s2)cc1	-0.4	-5	2.8	0.1	92	-13	2	498	2	2.6	2
COCc1[nH]nc2c1C(c1ccccc1OC)C(C#N)=C(N)O2 (stereo unspecified)	-1.6	-10	2.2	-1.8	101	23	-1	3	4	-0.6	8
Cc1c(-c2ccccc2)[n+](=O)c2c(n1[O-])CCCC2	-2.0	-2	-1.5	0.8	102	1	-7	-2	2	0.8	10
Fc1ccc(NC(=S)Nc2cccc(Cl)c2)cc1	0.8	17	2.3	-0.6	103	-11	-11	2	-4	7.8	-6
CCCC(=O)Nc1ccc2c(c1)nc(CCNC(=O)c1ccco1)n2C	/	/	0.6	-1.2	106	/	/	-3	/	-0.2	/
CCOC(=O)c1c(CN(C)C)n(-c2ccc(C)cc2)c2cc(Br)c(O)cc12	6.9	-13	1.3	0.1	96	-12	0	14	5	0.8	-43
O=C1c2cccnc2C(=O)N1Cc1ccc(S(=O)(=O)N2CCOc3ccc(Cl)cc32)cc1	-0.3	7	4.4	-1.9	101	-40	2	13	6	/	1
CCC(C)(C)NC(=O)C1CC(=O)N(CCc2ccc(F)cc2)C1 (stereo unspecified)	-1.6	9	0.8	-1.5	101	-10	0	12	-2	1.5	8
Cc1ccc(C)c(N(C(=O)CNC(=O)c2ccco2)C(C(=O)NC2CCCCC2)c2ccncc2)c1 (stereo unspecified)	0.9	-8	2.8	1.4	95	25	7	321	3	-2.2	-7
O=C(Nc1ccccc1N1CCOCC1)c1ccc(S(=O)(=O)NCc2ccco2)cc1	-3.5	-4	-1.9	-1.5	119	/	9	-6	2	-0.8	16
Cc1nc2nc[nH]n2c(=O)c1NS(=O)(=O)c1ccc([N+](=O)[O-])cc1	3.5	-5	4.9	-1.0	100	8	4	487*	2	5.8	-18
CC1CN(C(=O)COC(=O)c2ccc(N(C)C)cc2)CC(C)O1 (stereo unspecified)	-1.4	-4	-0.8	1.3	128	/	-8	224	-5	-0.2	7
CCC(C)c1ccc(S(=O)(=O)N2CCN(C(C)CC(=O)O)CC2)cc1 (stereo unspecified)	-2.7	-22	1.0	0.1	86	2	-11	-7	0	0.5	12
O=S(=O)(NC1CCCCC1)c1ccc(Br)cc1	4.2	-4	0.2	-1.4	/	-18	4	136	3	3.8	-17
C=CCN(CC=C)C(=S)NC(=O)c1ccc(-c2ccccc2)cc1	1.1	12	-0.5	-3.9	104	-80	1	14	-1	-1.1	-6
CCCn1c(C(C)Nc2nc(-c3ccc(C)cc3)cs2)nc2cc(Cl)c(N3CCCCC3)cc21 (stereo unspecified)	0.3	-1	0.6	1.1	105	/	2	-16	0	2.1	-2
Cc1ccc(CC(=O)Nc2ncc([N+](=O)[O-])s2)cc1	-0.5	4	6.3	8.8	100	-1	-3	-16	-1	13*	3
C/C(CC(=O)Nc1cc(C)ccn1)=N\NC(=O)c1ccccc1C	-1.4	-3	5.8	-1.7	95	-14	-1	-3	1	1.7	6
Cc1ccc(NC2CCCN(C(=O)c3ccoc3C)C2)cc1C (stereo unspecified)	-0.8	5	/	/	104	20	-1	-7	-5	-1.0	6
O=C(C1CCN(S(=O)(=O)c2ccccc2F)CC1)N1CCc2ccccc21	-3.4	-2	2.5	0.3	101	6	1	26	-1	-1.8	13
C[C@H](CO)N1C[C@H](C)[C@@H](CN(C)S(=O)(=O)c2cccs2)Oc2ccc(NC(=O)Cn3cnnn3)cc2C1=O	-1.9	5	1.9	-3.0	99	10	2	/	-1	2.8	9

# Rewritten with values under each structure: nine of the compounds above
# Results follow in this order: OPRM1-OPRD1 ag	HTR5A inv ctr	AddAB inh	Ecoli viability	Pemphigus Ab inh	PfHsp90 set2	PKA-R1A act	Mot1-301 SUMO	HTR5A ag	phage Ecoli inh	OPRM1-OPRD1 inv
- O=C1OC[C@H](Cc2ccc3c(c2)OCO3)/C1=C\c1ccc2c(c1)OCO2
→ 0.7	-11	2.7	-0.8	99	3	-10	3	-4	/	-3
- N#CC(C#N)=NNc1ccc(S(=O)(=O)N2CCCCC2)cc1
→ -5.2	-3	2.3	-1.4	104	12	-4	15	-2	3.1	23
- CC(=O)Nc1ccc(S(=O)(=O)Nc2nc3ccc(C)cc3s2)cc1
→ -0.4	-5	2.8	0.1	92	-13	2	498	2	2.6	2
- COCc1[nH]nc2c1C(c1ccccc1OC)C(C#N)=C(N)O2 (stereo unspecified)
→ -1.6	-10	2.2	-1.8	101	23	-1	3	4	-0.6	8
- Cc1c(-c2ccccc2)[n+](=O)c2c(n1[O-])CCCC2
→ -2.0	-2	-1.5	0.8	102	1	-7	-2	2	0.8	10
- Fc1ccc(NC(=S)Nc2cccc(Cl)c2)cc1
→ 0.8	17	2.3	-0.6	103	-11	-11	2	-4	7.8	-6
- CCCC(=O)Nc1ccc2c(c1)nc(CCNC(=O)c1ccco1)n2C
→ /	/	0.6	-1.2	106	/	/	-3	/	-0.2	/
- CCOC(=O)c1c(CN(C)C)n(-c2ccc(C)cc2)c2cc(Br)c(O)cc12
→ 6.9	-13	1.3	0.1	96	-12	0	14	5	0.8	-43
- O=C1c2cccnc2C(=O)N1Cc1ccc(S(=O)(=O)N2CCOc3ccc(Cl)cc32)cc1
→ -0.3	7	4.4	-1.9	101	-40	2	13	6	/	1

# Screening data deposited in PubChem by several laboratories.
